# Source: PubChem BioAssay (National Center for Advancing Translational Sciences (NCATS))
# D2 PAM: D2 dopamine receptor (human) potentiation. P14416. HEK293 T-REx D2, calcium flux, EC20 dopamine potentiation. potentiation, % at 10 µM. hit rate 0.34% among 340,000. AID 485347;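 active means potentiation over 3 SD above the plate norm, cut at about 30% in these data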; further: 0% is about no effect
# Target sequence (P14416 whole entry, looked up): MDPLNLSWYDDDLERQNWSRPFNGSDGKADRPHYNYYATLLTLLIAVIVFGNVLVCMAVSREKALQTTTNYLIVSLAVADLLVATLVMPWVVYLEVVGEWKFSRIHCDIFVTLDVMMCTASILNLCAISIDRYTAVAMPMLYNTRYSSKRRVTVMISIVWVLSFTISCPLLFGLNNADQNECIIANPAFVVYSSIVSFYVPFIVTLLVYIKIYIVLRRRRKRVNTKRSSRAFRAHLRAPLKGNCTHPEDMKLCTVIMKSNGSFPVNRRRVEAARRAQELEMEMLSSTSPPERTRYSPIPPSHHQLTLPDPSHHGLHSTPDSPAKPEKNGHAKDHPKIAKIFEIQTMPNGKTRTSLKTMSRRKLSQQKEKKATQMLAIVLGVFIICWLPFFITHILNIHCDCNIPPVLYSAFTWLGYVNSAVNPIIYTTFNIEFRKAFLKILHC
#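 Calcium flux readout, no-wash dye, 1 read/s. Inducible HEK293 Trex D2 line, overnight 30 C. Compound alone 180 s (agonist flags), then EC20 dopamine, another 180 s to score potentiation.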
# TRHR ag: activates the human TRH receptor. AID 493084. activation, % at 2 µM. hit rate 0.18% among 360,000. TRHR cells, calcium flux fluo-8, FDSS agonist mode. P34981; further: 0% is about no effect
# Target sequence (P34981 whole entry, looked up): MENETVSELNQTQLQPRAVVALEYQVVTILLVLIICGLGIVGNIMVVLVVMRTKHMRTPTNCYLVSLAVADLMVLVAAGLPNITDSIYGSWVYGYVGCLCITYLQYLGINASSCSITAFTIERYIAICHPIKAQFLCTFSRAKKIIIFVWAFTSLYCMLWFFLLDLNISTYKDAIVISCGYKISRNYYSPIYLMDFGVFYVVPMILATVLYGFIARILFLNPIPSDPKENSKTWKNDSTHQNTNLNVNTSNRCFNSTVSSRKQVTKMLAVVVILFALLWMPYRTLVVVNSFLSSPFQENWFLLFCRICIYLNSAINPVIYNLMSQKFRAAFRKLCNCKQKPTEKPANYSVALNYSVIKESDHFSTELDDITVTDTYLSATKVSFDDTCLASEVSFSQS
#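 In this calcium-flux screen, cells bearing human TRHR are dye-loaded with fluo-8, baselined for 10 cycles, then exposed to library compounds; positive kinetic calcium responses during the agonist phase mark hits, with TRH as control.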
# D2 antag: D2 dopamine receptor (human) antagonism. HEK293 TREx D2 cells, calcium flux, dopamine EC80. inhibition, % at 10 µM. hit rate 2% among 340,000; in the data active means inhibition above about 30%; further: 0% is about no effect
#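 Tetracycline-induced HEK293 T-REx cells expressing D2 force-coupled to calcium signalling were dye-loaded, exposed to compound for 180 s, then challenged with an EC80 of dopamine; calcium flux was followed kinetically for a further 180 s.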
# D1 PAM: human D1 dopamine receptor positive modulation; P21728; HEK293 TREx D1 cells, calcium flux, dopamine EC20 potentiation; potentiation, % at 10 µM; hit rate 0.036% among 360,000; in the data active means potentiation above about 30%; further: 0% is about no effect
# TRHR enhancer: allosterically enhances the human TRH receptor; AID 493056; P34981; TRHR cells, fluo-8 calcium fluorescence, EC20 TRH enhancement; enhancement, % at 2 µM; hit rate 0.66% among 360,000; in the data active means enhancement above about 30%; further: 0% is about no effect
#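 TRHR-expressing cells loaded with fluo-8 calcium dye were read kinetically (ex 480/em 530) during compound addition, then stimulated with an EC20 of TRH (10 nM final). Enhancement of the Gq-mediated intracellular calcium response was scored.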
# D2 ag: activates the human D2 dopamine receptor; activation, % at 2 µM; HEK293 T-REx D2 cells, calcium flux agonist mode; AID 485358; P14416; hit rate 0.53% among 340,000;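 active means activation over 3 SD above normal in the single-dose calcium agonist read, cut at about 30% in these data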; further: 0% is about no effect
#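 Agonism scored from kinetic calcium signal (1 read/sec, 180 s) following compound pin transfer, after a 10 s baseline. Cells: HEK293 Trex line expressing inducible D2 receptor coupled to calcium, dye-loaded after overnight culture at 30 C.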
# RXFP1 antag: RXFP1 (human) relaxin receptor antagonism; Q9HBX9; HEK293-RXFP1, relaxin-stimulated cAMP HTRF, 30 min; stronger effect = lower value; activity change, negative = inhibition, % at 57.5 µM; hit rate 0.59% among 350,000; AID 1259400;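 active means activity change of -60% or lower, but not beyond a set lower limit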; further: on the % scale 0 is the no-effect control and ±100 the full control effect
# D1 antag: blocks dopamine activation of the human D1 receptor; P21728; HEK293 TREx D1 cells, calcium flux, dopamine EC80; stronger effect = lower value; activity change, negative = inhibition, % at 10 µM; hit rate 3.2% among 360,000; AID 504652; in the data active means activity change below about -30%; further: on the % scale 0 is the no-effect control and ±100 the full control effect
#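 Calcium flux readout: force-coupled, inducible Hek293 Trex D1 line, cells induced overnight at 30 C with tetracycline, dye-loaded 30–90 min at RT. Antagonism scored against EC80 dopamine challenge given 180 s after compound.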
# D1 ag: agonists of human D1 dopamine receptor; HEK293 T-REx D1 cells, calcium flux, agonist mode; activation, % at 2 µM; hit rate 1% among 360,000; further: 0% is about no effect
#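 Inducible HEK293 T-REx D1 cells, force-coupled to calcium signalling, were plated at 4000 cells/well with tetracycline and held overnight at 30 C. After no-wash calcium dye loading, compound-evoked calcium rise over 180 s flagged agonists.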
# Starred values were filed as active, the others as inactive; nt = no result given; & = joins results of further samples. Unless noted, no stated cut-off is given here; in the data, active means activation above about 30%; inactive means the rest. Compounds were not picked by outcome. Share with any hit: about 7.3%.
# Sequence of screens: D2 PAM	TRHR ag	D2 antag	D1 PAM	TRHR enhancer	D2 ag	RXFP1 antag	D1 antag	D1 ag
CCn1nnc2cc(C(=O)Nc3ccc(C)cc3Br)ccc21
    nt	-0.7	nt	-2.4	-6.3	-0.2	7.5	-5.3	4.5
COc1ccc(CN2CCNC(=O)C2CC(=O)N(C)Cc2nc(C)cs2)c(OC)c1 (configuration not stated)
    10.8	-0.4	-10.5	-5.0	3.1	2.5	2.4	-14.3	5.0
O=C(NC1CCCCC1)C(c1cccs1)N(C(=O)c1ccco1)c1ccc2c(c1)OCCO2 (configuration not stated)
    -5.1	1.0	2.7	-3.6	-5.6	0.5	14.4	10.1	-0.2
Cn1c(NC(=O)c2cc(Br)ccc2Cl)cc(=O)n(C)c1=O
    8.2	-0.2	-2.7	-5.5	2.1	0.3	nt	8.6	32.8*
COCCNC(=O)C(=O)c1c(-c2ccccc2)[nH]c2ccccc12
    5.5	-0.3	12.3	-1.2	14.3	-0.3	-13.5	21.7	0.4
Cn1c(=O)c(C(=O)CCl)c(N)n(Cc2ccccc2)c1=O
    4.6	0.3	4.5	-4.2	8.5	0.0	nt	-13.6	3.5
CCCNC(=O)[C@@H]1CCCN1C(=O)[C@@H]1Cc2ccccc2CN1
    nt	0.7	nt	3.4	-1.4	nt	-3.4	-2.4	3.6
O=C(CSc1nccn1Cc1ccccc1)NC1CCCC1
    -4.5&-5.5	0.4&0.1	6.7	-3.5&0.0	-8.2&-0.4	0.5	-15.3	4.2&2.5	5.2&1.0
CC(C)CCNS(=O)(=O)c1cc2c3c(c1)CCN3C(=O)CC2
    -6.3	0.1	-14.2	4.8	-3.8	2.0	-4.5	2.1	-1.1
COCCNC(=O)CSc1nc2scc(-c3ccccc3)c2c(=O)[nH]1
    7.3	0.0	3.7	1.1	4.2	-0.2	-1.1	3.6	2.4
O=C(c1ccc(F)cc1)C1CCN(C(=O)Nc2ccc(F)cc2)CC1
    -15.6	0.5	0.3	-9.8	-3.1	0.5	-24.7	-30.2*	5.7
CNC(=S)N/N=C(\C)c1ccc2c(c1)OCCO2
    6.5	0.0	5.9	-0.2	-1.7	0.7	0.4	1.2	0.4
O=C(COc1ccccc1)NCc1ccc2c(c1)CCN2C(=O)c1ccccc1
    -3.2	-1.1	nt	0.8	-6.2	-0.2	-9.1	-20.9	10.1
CCOC(=O)c1c(NC(=O)c2nc3n(n2)C(C(F)F)CC(C)N3)sc2c1CCCC2 (configuration not stated)
    -1.9	0.4	6.0	-2.5	8.8	-1.0	-22.1	1.4	-0.5
Cc1cccc(C(=O)N2CCC(=O)N(C(COCc3cccc(C(F)(F)F)c3)Cc3ccccc3)CC2)c1 (configuration not stated)
    -0.6	0.1	-4.6	-4.5	1.2	1.3	nt	11.9	2.0

# (next part)
# Sequence of screens: D2 PAM	TRHR ag	D2 antag	D1 PAM	TRHR enhancer	D2 ag	RXFP1 antag	D1 antag	D1 ag
Cc1ccc(C23CC4CC(CC(CC(=O)NC(C)(C)CO)(C4)C2)C3)cc1
    -6.0	-1.2	-14.7	1.9	-1.3	-2.1	-13.3	-1.2	11.7
O=C(CN1CCCN(S(=O)(=O)c2ccc(Br)cc2)CC1)Nc1cccc(C(F)(F)F)c1
    -3.1	0.7	nt	-3.4	-3.3	0.4	-17.0	11.8	2.0
CC1CCCC(NC(=O)COC(=O)c2ccc3ccccc3n2)C1C (configuration not stated)
    -6.1	1.4	15.1	4.2	-3.5	-0.5	-2.4	2.7	1.6
CC1Oc2ccccc2N(Cc2cccc(F)c2)C1=O (configuration not stated)
    nt	-0.8	nt	-2.8	4.3	nt	-1.2	2.2	2.0
COc1ccccc1C1CCN(Cc2ccc3ccccc3c2)CC1
    -31.9	-0.9	85.1*	0.7	1.1	-1.3	-38.1	12.6	3.8
N#Cc1ccsc1NC(=O)C1CCN(C(=O)c2ccc(F)cc2)CC1
    7.1	-0.1	4.7	nt	-0.5	-0.9	-12.4	-9.3	2.0
Cc1ccc(C)c2[nH]c(=O)c(CCNC(=O)c3cccs3)cc12
    2.2	-0.5	-26.1	-4.5	2.9	-0.8	nt	-11.6	-3.4
O=C(Cn1nnc(-c2ccc(S(=O)(=O)N3CCCC3)cc2)n1)Nc1ccccc1-n1cccc1
    2.8	-0.3	-1.4	-7.5	-1.3	-0.4	0.3	-7.9	0.2
O=C(N/N=C/c1cc([N+](=O)[O-])ccc1O)c1c[nH]c2ccccc12
    18.8	0.3	3.1	-5.2	6.4	-0.2	-22.5	-15.3	-0.1
Cc1cc(N2CCC(C(=O)Nc3ccc(F)cc3)CC2)nc(-c2ccccc2)n1
    -14.8	1.5	24.5	-11.3	-0.7	0.9	3.3	-29.6	5.5
CC1=C(C(=O)NCCc2ccc(Cl)cc2)C2(CCCCC2)OC1=O
    -10.4	-0.1	nt	-1.1	2.3	1.3	-15.3	-4.2	2.0
O=C1Nc2ccc(Br)cc2/C1=N/N=C/C1=C(N2CCOCC2)C(=C\c2ccccc2)/CC1
    -1.7	0.2	2.2	-1.1	7.2	-0.1	-8.8	nt	-1.9
Cc1ccc(S(=O)(=O)NCCC(=O)OCC(=O)N(C)c2ccccc2)cc1
    11.0	-0.4	16.9	-3.4	-9.3	-1.3	-0.2	-1.8	2.9
CCOC(=O)N1CCN(Cc2nc3cc(NC(=O)c4cccc(C)c4)ccc3n2C(C)C)CC1
    11.1	-1.5	nt	4.7	7.8	-2.1	-29.2	-15.9	-2.7
COc1ccc2c(c1)cc(C)c1nnc(SCC(=O)N3CCN(C(=O)c4ccco4)CC3)n12
    -5.9	0.5	5.9	3.7	-2.1	0.9	-7.4	22.9	1.0

# Continuation:
# Sequence of screens: D2 PAM	TRHR ag	D2 antag	D1 PAM	TRHR enhancer	D2 ag	RXFP1 antag	D1 antag	D1 ag
Cc1ccc(S(=O)(=O)N2CCOCC2)cc1C(=O)Nc1ccccc1N1CCOCC1
    -7.0	0.1	6.3	-1.2	5.3	-0.5	-1.4	7.9	2.3
CCCCS(=O)(=O)N1CCCC(C(=O)NCCc2ccccc2)C1 (configuration not stated)
    -7.7	0.2	-7.5	-2.7	0.0	0.5	-2.1	-0.9	1.3
COc1cc(C2NC(=O)NC(c3ccccc3)=C2C(C)=O)c(Br)cc1OCC(N)=O (configuration not stated)
    10.3	1.0	20.8	-0.7	-0.1	1.0	1.5	-3.4	4.1
Cc1ccc(C(=O)N/C(=C/c2ccc(-c3cccc([N+](=O)[O-])c3)o2)C(=O)NCCCN(C)C)cc1
    -0.8	0.4	10.3	-0.2	1.2	0.6	-32.7	2.2	0.5
O=C(Cn1ncc(Cl)c(Cl)c1=O)N1CCc2ccccc21
    -2.0	-4.9	-18.0	-2.7	-5.7	0.8	-11.2	-20.6	1.4
CCOC(=O)C1=C(C)NC2=C(C(=O)CC(C)(C)C2)C1c1cccc(C)n1 (configuration not stated)
    -12.8	-0.1	-12.8	-4.5	12.4	0.2	-11.2	-6.1	3.1
N#CC1=C(N)Oc2c(ccc3ccccc23)C1c1cccs1 (configuration not stated)
    3.7	0.3	-1.3	-2.8	2.4	-0.4	8.4	9.2	0.1
CC(Sc1nnc(COc2ccc(Cl)cc2)n1-c1ccccc1)C(=O)O (configuration not stated)
    nt	0.1	nt	0.8	12.5	nt	-7.6	0.1	0.4
COc1ccc(-c2nc3ccccn3c2C=O)cc1
    -7.6	0.2	-2.7	1.7	3.5	1.1	nt	1.7	-0.5
O=C(CN(CC1CCCO1)C(=O)CNS(=O)(=O)c1ccc(F)cc1)NCc1ccccc1 (configuration not stated)
    12.1	0.6	10.0	3.6	-2.9	0.5	3.9	5.7	1.3
COc1cc(/C=C/C(=O)OCC(=O)c2ccc(S(=O)(=O)N3CCCCC3)cc2)cc(OC)c1OC
    18.1	-0.1	-3.3	-4.0	0.5	-1.4	-17.9	0.8	1.7
N#CCCCN1C(=O)C(=C(C#N)C#N)c2ccccc21
    -3.7	1.6	15.4	1.9	-5.1	0.6	-5.6	6.6	0.7
CCOc1ccc2nc(NC(=O)CN3CCN(C)CC3)sc2c1
    8.7	1.0	6.6	1.1	-4.4	0.0	-0.6	-0.6	2.0
O=C(Nc1cccc(NC(=O)c2cccs2)c1)c1ccco1
    4.0	-0.1	-12.8	-1.5	-7.0	0.3	9.2	-20.4	0.4
CC(=O)N1CCCc2cc(S(=O)(=O)N3CCCC(C(=O)Nc4ccc(C)cc4C)C3)ccc21 (configuration not stated)
    22.1&-11.3	-0.2&-0.3	21.7	5.5&-3.4	-4.2&0.2	0.1	11.4&-10.9	-1.6&7.3	0.9&0.4

# New compounds follow.
# Sequence of screens: D2 PAM	TRHR ag	D2 antag	D1 PAM	TRHR enhancer	D2 ag	RXFP1 antag	D1 antag	D1 ag
COc1ccc(OC)c(N(CC(=O)NCc2ccccc2)S(=O)(=O)c2ccccc2)c1
    nt	-1.8	nt	-4.8	-6.1	nt	nt	-1.6	2.1
O=C(COC(=O)CC(c1ccccc1)c1ccccc1)NCc1ccc(Cl)cc1
    -6.6	3.8	25.1	-5.9	-5.6	5.3	nt	-34.0*	28.7
Cc1ccc(OC(C)C(=O)N(Cc2cccs2)C2CCS(=O)(=O)C2)cc1C (configuration not stated)
    -6.4	-0.2	5.8	6.2	-4.7	-0.2	-29.5	8.6	1.2
COc1ccc(C(=O)NNC(=O)CSc2nc3c([nH]2)c(=O)n(C)c(=O)n3C)cc1
    -2.0	-0.1	14.2	0.3	-4.8	1.9	-15.6	1.0	1.3
CN(CCc1ccccn1)C(=O)c1nn2c(C(F)(F)F)cc(-c3ccco3)nc2c1Cl
    0.5	-0.9	-1.1	-2.8	-1.2	-0.4	5.5	-4.7	-0.3
CCOC(=O)[C@@H]1[C@H]2COc3cc(OC)ccc3[C@@H]2N2C(=O)N(c3cccc(F)c3)C(=O)[C@]12C
    -6.3	-0.2	-4.6	-6.2	-5.6	-0.7	nt	15.6	1.7
C=CCN1CN(CCc2ccccc2)CNC1=S
    -2.1	-1.6	-15.4	-1.6	-4.1	-0.4	1.6	3.4	0.3
Cc1ccc2occ(CN3CCN(Cc4ccccc4)CC3)c(=O)c2c1
    -10.5	-0.6	-3.3	0.7	1.0	-0.6	nt	-16.6	-0.2
O=C(COC(=O)C1=Cc2ccccc2OC1)NCc1ccco1
    -2.5	-0.9	-5.1	-2.2	-4.1	-0.5	1.9	-3.9	0.7
CCC(=O)c1ccc(OCC(=O)Nc2cccc(S(=O)(=O)N3CCCCCC3)c2)cc1
    0.9	1.1	5.9	0.7	-2.6	0.4	-16.3	-13.1	15.0
